Screening results: PubChem, National Center for Advancing Translational Sciences (NCATS)
ASM inhibitor = inhibitors of human secretory acid sphingomyelinase. P17405. placental ASM, HMU-PC fluorogenic substrate, 60 min. Potency, µM (titrated, usually from 57.5 µM), for the others: at the top dose activity change, negative = inhibition, actives largely listed as inhibitors. 340,000 tested, 0.006% active. AID 504937; further: potency means the concentration at half of the fitted maximal effect
Target sequence (P17405 47-631 limits assumed): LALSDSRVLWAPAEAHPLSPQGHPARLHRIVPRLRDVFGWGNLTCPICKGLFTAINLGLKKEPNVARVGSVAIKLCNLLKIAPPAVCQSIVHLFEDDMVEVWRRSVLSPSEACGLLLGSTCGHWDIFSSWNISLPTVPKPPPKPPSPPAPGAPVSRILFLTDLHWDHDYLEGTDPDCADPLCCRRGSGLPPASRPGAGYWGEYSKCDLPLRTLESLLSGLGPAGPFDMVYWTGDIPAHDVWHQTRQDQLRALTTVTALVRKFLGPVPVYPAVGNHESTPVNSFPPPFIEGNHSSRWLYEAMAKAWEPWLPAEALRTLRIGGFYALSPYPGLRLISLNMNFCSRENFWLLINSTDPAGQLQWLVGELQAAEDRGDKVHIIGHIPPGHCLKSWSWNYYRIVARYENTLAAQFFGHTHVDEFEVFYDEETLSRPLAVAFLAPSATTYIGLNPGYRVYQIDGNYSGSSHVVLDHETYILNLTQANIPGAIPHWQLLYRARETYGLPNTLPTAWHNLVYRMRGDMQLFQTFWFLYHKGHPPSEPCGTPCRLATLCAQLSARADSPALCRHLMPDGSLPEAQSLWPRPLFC
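Fluorescence read-out (Ex 386 nm, Em 447 nm) after stopping the reaction at pH 10. Enzyme: ASM from human placenta; substrate HMU-PC0, 9 uM final; 60 min, 37 °C. Compound preincubation 10 min, ambient temperature.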
MBNL1-CUG inh = inhibitors of human MBNL1 binding to CUG repeat RNA | AID 2675 | TR-FRET MBNL1-His/biotin-(CUG)12 binding, 665/545 ratio | Q9NR56 | Potency, µM (top dose mostly 57.5 µM), for the others: at the top dose activity change, negative = inhibition, actives largely listed as inhibitors | 280,000 tested, 0.036% active; active means well fitted inhibition curve with a large enough effect in the signal ratio, with a control signal flat, not every such curve was filed as active; inconclusive means small, poorly fitted or top-dose-only effect, or effect the other way, or a change in a side signal; inactive means no such curve, though single readings can be large or run the other way; the % refers to the signal ratio; further: potency means the concentration at half of the fitted maximal effect; on the % scale 0 is the no-effect control and ±100 the full control effect
Target sequence (Q9NR56 whole entry, looked up): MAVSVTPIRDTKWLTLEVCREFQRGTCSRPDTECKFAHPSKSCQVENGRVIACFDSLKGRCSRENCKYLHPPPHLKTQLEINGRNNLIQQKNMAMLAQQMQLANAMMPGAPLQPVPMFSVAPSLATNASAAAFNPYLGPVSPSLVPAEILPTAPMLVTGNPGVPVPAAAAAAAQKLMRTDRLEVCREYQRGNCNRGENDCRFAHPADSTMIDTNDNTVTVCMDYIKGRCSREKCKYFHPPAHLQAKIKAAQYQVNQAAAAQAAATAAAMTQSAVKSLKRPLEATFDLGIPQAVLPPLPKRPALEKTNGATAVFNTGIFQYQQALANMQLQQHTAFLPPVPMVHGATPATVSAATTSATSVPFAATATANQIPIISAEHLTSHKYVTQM
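Inhibition of protein-RNA binding appears as loss of TR-FRET between terbium anti-His antibody on MBNL1-His and streptavidin-XL665 on biotin-(CUG)12. Activity is normalized to buffer-only and uninhibited-complex controls.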
MLL CXXC-DNA inh = MLL CXXC-DNA interaction inhibition | Q03164 | MLL-CXXC / FITC-HOXA9 DNA fluorescence polarization | Potency, µM (highest dose often 115 µM), for inactives: top-dose activity change, negative = inhibition, actives largely listed as inhibitors | 290,000 tested, 0.037% active | AID 2662; active means well fitted inhibition curve with a large enough effect in the polarisation, with a control signal flat, not every such curve was filed as active; inconclusive means small, poorly fitted or top-dose-only effect, or effect the other way, or a change in a side signal; inactive means no such curve, though single readings can be large or run the other way; the % refers to the polarisation; further: potency means the concentration at half of the fitted maximal effect
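Fluorescence polarization: 7 uM MLL-CXXC (stock) preincubated 5 min with compounds, then 50 nM fluorescein-HOX-A9 DNA (stock) added; 30 min ambient. Buffer 50 mM Tris-HCl pH 7.5, 50 mM NaCl, 1 mM DTT, 0.05% BSA.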
KCNH2 WT inh = blocks the wildtype human KCNH2 potassium channel; AID 720551; Q12809; activity change, % at 1.84 µM; 340,000 tested, 0.37% active; U2OS, BacMam KCNH2, thallium flux FluxOr; stronger effect = lower value;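 active means maximum activity change below -70%; inconclusive means maximum activity change between -70% and -50%; inactive means maximum activity change above -50%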; further: on the % scale 0 is the no-effect control and ±100 the full control effect
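U2OS cells were transduced with wild-type KCNH2 virus (2.03 x 10^8 / mL) for 4 h at room temperature, then cultured overnight at 37 C. Thallium flux was read with FluxOr dye. Rate constants were normalized to DMSO controls.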
AT treatment = potential ataxia-telangiectasia treatments restoring KAP-1 phosphorylation | 320,000 tested, 0.19% active | Potency, µM (titrated, usually from 57.5 µM), without a hit: at the highest dose activation, actives largely listed as activators | […] A-T fibroblasts, KAP-1 phosphorylation AlphaLISA; neocarzinostatin DNA damage 30 min before lysis; further: potency means the concentration at half of the fitted maximal effect; % of control where 0% means no effect; nearly all actives have a fitted effect of over 45% in size
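ATM-like activity read as KAP-1 phosphorylation via AlphaLISA donor/acceptor antibody pairs after lysis and 6 hr at 25C. Cells were ATM-null patient fibroblasts ([…], hTERT), dosed 60 min, then exposed to the DSB inducer NCS for 30 min.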
TRPV1 agonist = human TRPV1 agonism | activation, % at 8.33 µM | Q8NER1 | AID 540275 | TRPV1-expressing cells, Fluo-8 calcium influx, agonist mode | 320,000 tested, 0.19% active; in the data active means activation above about 80%; inconclusive means between about 30% and that limit; further: 0% is about no effect
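TRPV1-expressing cells were cultured overnight at 35.5C and loaded with Fluo-8 calcium dye for 40 to 90 min at room temperature. After a 10 s baseline, compound was added and calcium influx was read kinetically for 3 min (ex 480/em 520 nm).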
KCNH2 3.1 inh = KCNH2 3.1 (human) potassium channel inhibition; AID 720553; activity change, % (tested at about 1.8 µM); U2OS KCNH2 3.1, thallium flux FluxOr; stronger effect = lower value; 340,000 tested, 0.95% active;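 active means maximum activity change below -70%; inconclusive means maximum activity change from -70% to -50%; inactive means maximum activity change above -50%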;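 further: thallium influx rate constant from kinetic fluorescence after stimulation buffer; on the % scale 0 is the no-effect control and ±100 the full control effect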
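Virally transduced U2OS (3.1 isoform, 4 h infection in dark at RT) → overnight 37 C → FluxOr + Red40 in HBSS/HEPES, 45 min → stimulation buffer, 2 min kinetic read → rate constant vs DMSO controls.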
a7 integrin act = integrin-mediated muscular dystrophy alleviation activation. alpha7betagal myoblasts, beta-gal FDG fluorescence, 48 h. Potency, µM (doses to about 38.3 µM), for the others: at the highest dose activation, actives largely listed as activators. 350,000 tested, 0.064% active. AID 624291;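 further: potency means the concentration at half of the fitted maximal effect; 100% = response of the positive control SU9516; nearly all actives have a fitted effect of over 60% in size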
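Alpha7betagal+/- myoblasts (passage 13) were plated 16-24 hr, then exposed to compounds (1:260 dilution of DMSO stock) for 48 hours at 37C. After MPER lysis, β-galactosidase reporter activity was read as FDG fluorescence (ex 480/em 540) after 30 minutes.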
GALK inhibitor = blocks human galactokinase activity | Purified GALK, Kinase-Glo residual ATP luminescence | 270,000 tested, 0.007% active | Potency, µM (highest dose often 57.5 µM), for inactives: top-dose activity change, negative = inhibition, most hits filed as inhibitors | P51570 | AID 1868; further: potency means the concentration at half of the fitted maximal effect; on the % scale 0 is the no-effect control and ±100 the full control effect
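The enzyme phosphorylates galactose (100 uM) using ATP (35 uM); inhibition is detected as higher residual ATP, quantified by bioluminescence after 1 h reaction at room temperature, pH 8.0.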
FBPA coupling cs = coupling enzyme interference in Giardia aldolase counter-screen. coupling enzyme system counterscreen, AmpLite Red fluorescence. activity change, negative = inhibition, % at 58.2 µM, hits read low. 290,000 tested, 0.67% active. AID 2472; in the data active means activity change below about -30%; further: on the % scale 0 is the no-effect control and ±100 the full control effect
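Coupling enzymes only (glyceraldehyde-3-phosphate) + compound, at 57.5 uM final, 10 min RT; add substrate/coupling/AmpLite Red mix, 20 min RT; fluorescence ex 525/em 598 nm. Actives flag coupling-system interference.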
An asterisk follows results filed as active; i = inactive; ? = inconclusive; . = no result given; & = joins results of further samples; [ ] = dose if it differs, or a comment. Unless noted, the call rests on the fitted dose curve; in most records, active means well fitted curve in the direction sought with a large enough effect; inconclusive means small, poorly fitted or top-dose-only effect, or another doubt; inactive means no such curve, though single readings can be large; an effect the other way counts as inactive or inconclusive. An unsorted share of the library. About 2% of those tested had a hit in this group.

SMILES | ASM inhibitor | MBNL1-CUG inh | MLL CXXC-DNA inh | KCNH2 WT inh | AT treatment | TRPV1 agonist | KCNH2 3.1 inh | a7 integrin act | GALK inhibitor | FBPA coupling cs
CCCN(C(=O)c1cc(CC)c(C)s1)c1c(N)n(Cc2ccccc2)c(=O)[nH]c1=O | 7% | . | . | -2 | 3% | 0 | 9 | -5% | . | .
CN(C)S(=O)(=O)c1ccc(-n2cccc2)cc1 | 0% | -1% | -1% | i | 0% | -2 | -16 | 21% | -3% | 1
CCOc1ccc(N=C2C(=O)N(CN3CCOCC3)c3ccccc32)cc1 | 0% | ? | -5% | 4 | 2% | 0 | 0 | 7% | -2% | -7
CCCn1c(SCC(=O)N2CC(=O)Nc3ccccc32)nc2ccccc21 | -1% | -6% | 1% | -2 | 11% | 11 | 14 | 4% | 1% | 0
COc1cccc(C(=O)Nc2ccccc2N2CCCC2)c1 | 1% | 9% | -2% | -9 | 1% | . | -9 | -1%[7.66 µM] | 0% | -1
COCCC(=O)N1CCC(Oc2ccc(C(=O)N3CCCCC3CCO)cc2)CC1 (stereo not given) | 4% | 4% | -2% | 18 | 0% | -2 | . | -1% | 2% | 1
NC(=S)NN=C1C2CC3CC(C2)CC1C3 | 1% | -2% | -22% | -4 | 7% | 1 | 9 | -14% | 11% | -1
COc1ccc(S(=O)(=O)N(C)CC(=O)NCc2cccnc2)cc1Cl | -5% | -4% | -2% | 2 | 3% | 5 | -7 | 13% | 0% | 6
O=C(O)/C=C\c1cn(-c2ccccc2)nc1-c1cc2ccccc2o1 | 4% | ? | 15% | -1 | -3% | -1 | -6 | ? | 0% | -3
COc1cccc(NC(=O)c2ccc3c(SCC(=O)O)c4c(nc3c2)CCCC4)c1 | 2% | 11% | 0% | -2 | -18% | -2 | -8 | -2% | 0% | 6
Cc1ccccc1NC(=O)CSc1nnc(C)c2ccccc12 | -4% | 6% | -3% | 6 | . | 1 | 10 | 2% | 14% | -3
Cc1cccc(NC(=O)c2cc(NC(=O)C3CC=CCC3C(=O)O)ccc2N2CCOCC2)c1 (stereo not given) | 1% | 2% | 4% | 9 | 1% | -2 | 2 | 12% | 2% | 0
O=C1c2nccnc2C(=O)N1c1ccc(C(F)(F)F)cc1 | 4% | 0% | 0% | -1 | 5% | 1 | -9 | -5% | 13% | 2
Cc1c(C(=O)Nc2cccc([N+](=O)[O-])c2)csc1-c1ccccc1 | -1% | -5% | -4% | -9 | 3% | . | -10 | 18% | -1% | -14
O=C(/C=C/Nc1ccccc1O)c1ccco1 | -2% | ? | 6% | -8 | -9% | 5 | 5 | 0% | 11% | 1
Nc1nonc1-n1nnc(C(=O)N/N=C/c2ccncc2)c1-c1cccs1 | 0% | 16% | -1% | 7 | 0% | 12 | -6 | 20% | 5% | .
COc1ccc(CN2C(=O)Cc3c2nc(N)c2c(N)nc(N4CCCCC4)c(C#N)c32)cc1 | . | 15% | 11% | . | 0% | 1 | . | . | -1% | -8
O=C(CCN1C(=O)c2ccccc2C1=O)Nc1ccc(S(=O)(=O)NC2=NCCCCC2)cc1 | 0% | ? | -3% | 0 | -6% | 4 | 14 | 2% | -1% | -1
O=C1CC(C(=O)N2CCOCC2)C2(CCCCC2)O1 (stereo not given) | -4% | -7% | -3% | 10 | 1% | -1 | -7 | -27% | -7% | 7
O=C(C[N+]1(CC#Cc2ccccc2)CCCCC1)c1ccc(Cl)cc1 | 1% | -4% | 5% | -3 | 4% | 1 | 11 | -42% | 4% | 1
COc1ccccc1NS(=O)(=O)c1ccc(C(=O)NCC2(N(C)C)CCCCC2)cc1 | 0% | . | . | 5 | -2% | 0 | -25 | -9% | . | .
CC(=O)c1ccc(N(C(=O)CNC(=O)c2ccco2)C(C(=O)NC2CCCC2)c2ccco2)cc1 (stereo not given) | 6% | 1% | -2% | -3 | 3% | -2 | 0 | 2% | 9% | 1
C1CCN=C(NC23CC4CC(CC(C4)C2)C3)CC1 | . | 6% | 3% | . | -13% | -4 | . | . | . | -4
CCOC(=O)C1CCN(c2nc3ccccc3nc2C(C#N)C(=O)OC(C)C)CC1 (stereo not given) | 14% | -4% | -6% | 3 | -2% | 28 | -6 | 8% | 0% | 0
COc1ccc(-n2cnc3cc([N+](=O)[O-])ccc32)cc1 | 8% | ? | 6% | -1 | -6% | 0 | 10 | -11% | -1% | 0
Other entries follow.
SMILES | ASM inhibitor | MBNL1-CUG inh | MLL CXXC-DNA inh | KCNH2 WT inh | AT treatment | TRPV1 agonist | KCNH2 3.1 inh | a7 integrin act | GALK inhibitor | FBPA coupling cs
O=[N+]([O-])c1ccccc1Oc1ncccc1[N+](=O)[O-] | 2% | ? | 20% | -1 | -17% | 2 | -14 | -25% | -2% | 1
CC(C)NC(=S)N=Nc1c(O)[nH]c2ccc(C(C)C)cc12 | -1% | 6% | 1% | . | 2% | 2 | -1 | -39% | 1% | 2
Nc1nc(Nc2ccccc2F)nc(NCCO)c1[N+](=O)[O-] | -7% | . | 0% | 0 | 6% | . | 12 | -17% | -6% | -3
CCC(=O)OCn1nnc2ccccc2c1=O | -1% | 7% | -8% | 0 | 2% | 0 | -10 | 4% | -1% | 2
Nc1ccccc1C#CCCCCO | -2% | -13% | 1% | . | -11% | 8 | . | 26% | . | 0&-19
CCCC(=O)OCC(=O)Nc1cc([N+](=O)[O-])ccc1OC | -1% | ? | -4% | i | 3% | 2 | 8 | 4% | 12% | -4
COc1ccc(C(CNC(=O)COc2ccccc2C)N2CCCC2)cc1 (stereo not given) | 6% | 4% | -2% | 10 | 8% | 15 | -2 | -18% | 7% | 1
C[C@H]1CN=C(Nc2ccccc2)N1CCC1CCCCC1 | 4% | -11% | -1% | 32 | ? | -3 | ? | -23% | . | 0
CCOc1ccc(N(C)C(=O)CCc2nnc3ccc(N4CCC5(CC4)OCCO5)nn23)cc1 | 1% | -9% | 11% | 8 | -2% | -5 | 6 | -18% | 7% | -4
CC(C)c1ccccc1OCCCCCNCCO | -1% | -11% | 3% | 2 | 19% | 0 | -5 | 0% | 4% | -3
CCOc1ccc2ccccc2c1/C=N\NC(=O)OC | -5% | 6% | 1% | -25 | 6% | 4 | 31 | 0% | 0% | 0
Cc1ccc(NC(=O)/C=C/c2ccc([N+](=O)[O-])s2)c(C)c1 | -5% | ? | ? | 6 | -9% | -1 | -17 | -53%[inhibitor] | 0% | 0
O=C(CSc1ccc2ccccc2n1)NCCC1=CCCCC1 | -12% | -1% | 6% | -5 | 5% | 21 | -14 | 6% | 0% | 0
O=C(COC(=O)c1ccc(Br)o1)NCc1ccccc1Cl | -1% | . | . | -1 | -5% | . | 0 | 26% | . | .
COc1ccc(CN(CC(=O)NCC2CCCO2)C(=O)CCC(=O)Nc2cc(C)ccn2)cc1 (stereo not given) | 1% | -2% | -1% | 9 | 12% | -2 | 11 | -12% | 10% | 2
C#CCN(C(=O)c1ccc(OC)c(OC2CCN(C(C)C)CC2)c1)C1CCCCC1 | 0% | 3% | 16% | 0 | 4% | -1 | . | -18% | -2% | .
CN(C)c1ccc(/C=C/C(=O)c2cccc(Br)c2)cc1 | 7% | 7% | ? | -149* | ? | 87* | -115* | 10% | 4% | -1
COc1ccc(NC(=O)CN(C)C(=O)c2ccc3c(c2)S(=O)(=O)N=C2CCCCCN23)cc1 | -2% | -5% | 2% | -7 | 5% | -2 | -1 | -7% | -2% | .
O=C(CCNC(=O)c1ccccc1Cl)Nc1cc(C(F)(F)F)ccc1Cl | 1% | -5% | -2% | 0 | 5% | 1 | 10 | 33% | -2% | 2
CCOc1ccc(NC(=O)COc2ccc(N3CC(C(N)=O)CC3=O)cc2)cc1 (stereo not given) | 0% | . | . | -1 | . | . | 10 | 5% | . | .
Cc1ccc(CCNC(=O)C23CN(Cc4ccccc4)CC2C(c2cccc([N+](=O)[O-])c2)=NO3)cc1 (stereo not given) | 0% | 13% | -10% | -25 | 7% | 7 | -28 | -45% | 0% | -1
Cc1ccc(S(=O)(=O)N2CCC(C(=O)N/N=C/c3cccnc3)CC2)cc1 | -4% | 0% | -1% | 8 | 16% | -3 | -2 | -5% | 2% | 4
Cc1c(C(=O)Nc2c(F)cc(F)cc2Br)sc2ncn(CC(=O)N3CCCC3)c(=O)c12 | -3% | 24% | -10% | 4 | 0% | 2 | 13 | -9% | 9% | -5
CCCCCCOc1ccc(C(=O)n2cnc(N)n2)cc1 | 9% | 1% | 3% | -3 | 3% | 1 | 0 | 16% | -1% | 3
